# High-throughput results: PubChem BioAssay, Vanderbilt University
# GIRK2 activator: GIRK2 channel activators by thallium flux | P48051 | HEK293 GIRK2/NPY4 cells, thallium flux fluorescence | activation (% efficacy), % for hits at 37.5 µM | 34,000 tested, under 10 active | AID 1259324;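 active = primary screen hit, no activity in plain HEK293 cells, and in GIRK2-only cells above 5% efficacy rising with concentration; inactive = the rest, including fluorescent compounds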;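 also: efficacy is normalized control-subtracted fluorescence 15 s after thallium addition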
# Target sequence (P48051 whole entry, looked up): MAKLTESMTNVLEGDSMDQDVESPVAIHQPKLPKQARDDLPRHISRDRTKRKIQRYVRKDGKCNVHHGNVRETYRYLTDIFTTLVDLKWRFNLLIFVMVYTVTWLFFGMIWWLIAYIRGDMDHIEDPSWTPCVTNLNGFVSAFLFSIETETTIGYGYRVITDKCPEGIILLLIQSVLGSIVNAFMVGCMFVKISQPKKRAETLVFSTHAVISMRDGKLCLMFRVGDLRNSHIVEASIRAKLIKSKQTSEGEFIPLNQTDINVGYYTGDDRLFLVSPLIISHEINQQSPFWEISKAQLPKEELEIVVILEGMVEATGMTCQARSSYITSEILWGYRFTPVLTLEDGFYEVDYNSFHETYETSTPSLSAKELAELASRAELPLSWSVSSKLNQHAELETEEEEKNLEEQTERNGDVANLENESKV
# Calls only; i = inactive. A portion of the library; the hit share may differ from the screen's.
SMILES,GIRK2 activator
COc1ccc(S(=O)(=O)NCCCCN2CCOC(c3ccccc3)C2)cc1Cl (configuration not stated),i
COc1ccc(S(=O)(=O)NCCOc2ccc(-c3ccc(F)cc3)nn2)cc1F,i
COc1ccc(OC)c(-c2ccc(SCC(=O)Nc3cccc(C)c3)nn2)c1,i
Cc1c(Cl)cccc1S(=O)(=O)NCC(O)(c1ccccc1)C1CC1 (configuration not stated),i
Cc1ccc(C(=O)N2CCN(c3nccn3C)CC2)cc1,i
O=S(=O)(NCC1CCN(Cc2ccco2)CC1)c1ccc(F)c(Cl)c1,i
CCN1C(=O)c2cccc3c(NC(=O)CCCS(=O)(=O)c4ccccc4)ccc1c23,i
O=C(c1ccccc1F)N(CCc1cccs1)Cc1ccco1,i
COc1ccc(NC(=O)Cn2cc(-c3nnc(C)o3)c3ccccc32)cc1,i
O=C(CCSc1ccccc1)Nc1ccc(CC(=O)N2CCC(O)CC2)cc1,i
O=C(Nc1ccc(Cl)c([N+](=O)[O-])c1)c1ccc(=O)n(Cc2ccccc2Cl)c1,i
O=C1OC(C(=O)Nc2ncc(Cc3ccccc3)s2)Cc2ccccc21 (configuration not stated),i

# A draw from above in order of length of the SMILES, rising:
SMILES,GIRK2 activator
Cc1ccc(C(=O)N2CCN(c3nccn3C)CC2)cc1,i
CCN1C(=O)c2cccc3c(NC(=O)CCCS(=O)(=O)c4ccccc4)ccc1c23,i
O=C(Nc1ccc(Cl)c([N+](=O)[O-])c1)c1ccc(=O)n(Cc2ccccc2Cl)c1,i

# Next part:
SMILES,GIRK2 activator
CCCCNC(=O)/C(C#N)=C/N1CCN(Cc2ccc3c(c2)OCO3)CC1,i
CC(C)NC(=O)Cn1cc(-c2nc(-c3cnccn3)no2)ccc1=O,i
O=C(Nc1cc(-c2cccs2)nn1CCO)C1c2ccccc2Oc2ccccc21,i
Cc1csc(NC(=O)CN2CCC(c3nnc(-c4ccco4)s3)CC2)n1,i
Cc1ccc2c(c1)N(C)C(=O)c1cc(NC(=O)c3ccccn3)ccc1O2,i
CCOc1ccc(NC(=O)CCSc2nnc(C)s2)cc1,i
O=c1oc2ccc(Br)cc2cc1S(=O)(=O)c1cc(F)cc(F)c1,i
Cc1cn2c3c(=O)n(C)c(=O)n(C)c3nc2n1Cc1ccccc1F,i
CC(C)c1ccc(CC(=O)Nc2nnc(-c3ccc(Br)s3)o2)cc1,i
COc1cccc(-c2noc(-c3cc(-c4cccs4)[nH]n3)n2)c1OC,i
COc1ccc(/C=C/C(=O)NCCNc2ccc(C)nn2)cc1OC,i
Cc1ccc(S(=O)(=O)N(CC(O)CNCC(=O)O)c2ccc(F)cc2)cc1 (configuration not stated),i
COc1ccc(S(=O)(=O)N2CCCc3cc(NC(=O)Nc4cccs4)ccc32)cc1,i
CC(C)(C)C#CC(=O)C#CC(C)(C)C,i
Cc1cc(NC(=O)CSc2ccc(NC(=O)c3ccccc3)nn2)no1,i
CSc1ccccc1CN1CCC(CNC(=O)C(=O)Nc2ccc3c(c2)OCO3)CC1,i
O=C(NCCc1ccsc1)C1(c2ccc(Cl)cc2)CCCC1,i
Cc1csc(NC(=O)c2ccc(S(=O)(=O)NCc3cccnc3)o2)n1,i
Cc1cc(C)n(-c2cc(N3CCCC(C(=O)Nc4nc5ccccc5s4)C3)ncn2)n1 (configuration not stated),i
COc1ccc(NC(=S)N2CCN(c3ccc(F)cc3)CC2)c(OC)c1,i
O=C(CSc1cc(N2CCN(c3ccccc3F)CC2)ncn1)c1ccccc1,i
CC1CC(C)CN(C(=O)c2cc3cccnc3n(Cc3ccccc3)c2=O)C1 (configuration not stated),i
CCn1ccnc1N1CCN(C(=O)c2cc3cccc(OC)c3oc2=O)CC1,i
CCOCC(=O)NCC1CCN(S(C)(=O)=O)CC1,i
COC(=O)C1CCN(C(=O)c2cc3c(=O)n4cc(C)ccc4nc3n2C)CC1,i
CC(=O)Nc1cccc(NC(=O)c2csc(Nc3cccc(Cl)c3)n2)c1,i
NC(=O)Cn1nnn(-c2ccc(NC(=O)c3ccc4nsnc4c3)cc2)c1=O,i
COc1ccc(-c2nnc(NC(=O)c3ccc(Cl)cc3Cl)o2)cc1OC,i
COc1ccc(OC)c(S(=O)(=O)Nc2ccc(CC(=O)N(C)C)cc2)c1,i
CC(C)C(CNC(=O)Nc1cccc(Cl)c1)N(C)C (configuration not stated),i
CCCc1nc2ccccc2n1CC(O)COc1ccc(OC)cc1 (configuration not stated),i
COc1cccc(C(=O)N2CCN(c3ncnc4c3nnn4C)CC2)c1,i
Cc1ccc2c(c1)CCCN2C(=O)C1CCCN(c2ccc(-n3cccn3)nn2)C1 (configuration not stated),i
COc1ccc(OC)c(-c2ccc(SCC(=O)NC3CCCC3)nn2)c1,i
CC(C)c1ccc(NC(=O)CCCn2nc(-c3cccs3)ccc2=O)cc1,i
CCNC(=O)C1CCN(c2cc(SCC(=O)Nc3cccc(C(F)(F)F)c3)ncn2)CC1,i
O=C(CCCn1nc(-c2cccs2)ccc1=O)Nc1ccc(OC(F)(F)F)cc1,i
O=C(CN1C(=O)c2ccccc2S1(=O)=O)Nc1ccc2c(c1)OCCO2,i
CC(C)CCN1C(=O)C(C)(C)COc2ccc(NC(=O)c3cc(=O)c4ccccc4o3)cc21,i
O=S(=O)(NCC(O)(c1ccccc1)C(F)(F)F)c1ccccc1Cl (configuration not stated),i
O=C1CN(CCc2cccs2)C2CS(=O)(=O)CC2N1c1cccc(Cl)c1 (configuration not stated),i
CCCS(=O)(=O)N1CCN(c2ncnc3c2nnn3C)CC1,i
C=C=Cn1c(C2CC(=O)N(c3cccc(C(F)(F)F)c3)C2)nc2ccccc21 (configuration not stated),i
COc1cc(NC(=O)NCCCn2nc(-c3ccc(C)cc3)ccc2=O)cc(OC)c1,i
O=C(NCCCn1nc(-c2ccccc2)ccc1=O)Nc1ccccc1C(F)(F)F,i
CS(=O)(=O)N1CCN(CCNC(=O)c2ccc(Br)o2)CC1,i
O=C(NCCc1cccs1)C1CN(C(=O)c2cnccn2)C1,i
COc1ccccc1NC(=O)N1CCC(CNC(=O)c2ccc(Cl)s2)CC1,i

# Part of the list above, field by field:
> O=C1CN(CCc2cccs2)C2CS(=O)(=O)CC2N1c1cccc(Cl)c1 (configuration not stated)
  GIRK2 activator: i
> CCCS(=O)(=O)N1CCN(c2ncnc3c2nnn3C)CC1
  GIRK2 activator: i
> C=C=Cn1c(C2CC(=O)N(c3cccc(C(F)(F)F)c3)C2)nc2ccccc21 (configuration not stated)
  GIRK2 activator: i
> COc1cc(NC(=O)NCCCn2nc(-c3ccc(C)cc3)ccc2=O)cc(OC)c1
  GIRK2 activator: i

# The results go on.
SMILES,GIRK2 activator
COCCNC(=O)NCC1(c2ccc(OC)cc2)CCCC1,i
CNC(=O)CSc1nc(-c2ccccc2)c(NC(=O)c2ccc(F)c(F)c2)s1,i
COc1ccc(OC)c2sc(N(Cc3ccncc3)C(=O)c3ccc(Br)s3)nc12,i
O=C(CSc1nnc2c(=O)n(-c3ccc(F)cc3)ccn12)NCC1CCCO1 (configuration not stated),i
CN1CCN(c2nnnc3c2cnn3-c2ccccc2)CC1,i
O=C(c1ccc(=O)[nH]n1)N1CCC(Cn2cnc3ccccc32)CC1,i
O=C(Nc1ccc(F)cc1)N1CCC(CNC(=O)C2(c3cccs3)CCCC2)CC1,i
NC(=O)c1ccc(NC(=O)c2csc(Nc3ccccc3)n2)cc1,i
Cc1cc(C)n(-c2nc3c(c(=O)n(CC(N)=O)c(=O)n3C)n2Cc2ccc(Cl)cc2)n1,i
CC(=O)Nc1ccc(S(=O)(=O)NCC2CCN(c3ccccn3)CC2)cc1,i
Cn1nc(C2CCCN(C(=O)c3ccc4nsnc4c3)C2)n(-c2ccccc2)c1=O (configuration not stated),i
O=C(NCc1ccc2c(c1)OCO2)C(=O)NCC1CCN(S(=O)(=O)C2CC2)CC1,i
COc1ccc(S(=O)(=O)N2CCN(c3ccc(-c4cccs4)nn3)CC2)cc1OC,i
Cc1cnn(C)c1C(=O)Nc1nc(-c2cccs2)cs1,i
O=C(CC(c1ccccc1)c1ccccc1)NCC1(O)CCOCC1,i
O=C(NCCOc1ccc(F)cc1)C1CN(C(=O)c2cccs2)C1,i
CCC(=O)N1CCN=C1SC,i
COc1ccc(NC(=O)CCn2cnc3c(cnn3C(C)(C)C)c2=O)c(OC)c1,i
CC(C)NC(=O)c1ccc2c(=O)n(CC3CCCO3)c(SCc3ccc(Cl)cc3)nc2c1 (configuration not stated),i
COc1ccc(C(CNC(=O)C(=O)Nc2ccccc2Cl)N2CCOCC2)cc1 (configuration not stated),i
COc1ccccc1CNC(=O)c1cc(-c2cccs2)nc2c1c(C)nn2C1CCS(=O)(=O)C1 (configuration not stated),i
O=C(NCCNC(=O)c1ccc(NC(=O)C2CCCC2)cc1)Nc1ccc(F)c(F)c1,i
CCC(C)c1ccccc1OCC(=O)Nc1ccc(S(=O)(=O)Nc2nc(C)cc(C)n2)cc1 (configuration not stated),i
CNC(=O)c1c(NC(=O)CCSc2ccc(OC)cc2)sc(C)c1C,i

# Rewritten with tabs: two of the compounds above.
Compound	GIRK2 activator
O=C(CSc1nnc2c(=O)n(-c3ccc(F)cc3)ccn12)NCC1CCCO1 (configuration not stated)	i
COc1ccc(OC)c(S(=O)(=O)Nc2ccc(CC(=O)N(C)C)cc2)c1	i

# (more compounds)
SMILES,GIRK2 activator
O=C(Cn1c2c(c(=O)n(C3CCCCC3)c1=O)CCC2)Nc1nc2ccccc2s1,i
Cc1noc(C2CN(C(=O)C3(c4cccs4)CCCC3)C2)n1,i
COc1ccc(-c2ccc(=O)n(CCCC(=O)Nc3ccc(C(N)=O)cc3)n2)cc1OC,i
O=C(NCCN1CCC(c2cccs2)CC1)C(=O)NCc1ccc(F)cc1,i
Cc1nnsc1C(=O)Nc1nn(C)c2c1CC(C)C(=O)N2 (configuration not stated),i
CN(C)CCSc1ccc(NC(=O)c2cccc(F)c2)nn1,i
CN(Cc1cc(=O)[nH]c2ccccc12)C(=O)C1COc2ccccc2O1 (configuration not stated),i
CCC(=O)Nc1ccc(S(=O)(=O)NCC2CCN(Cc3ccccc3)CC2)c(C)c1,i
CCn1nc(C(=O)N(Cc2ccccn2)c2nc3c(F)cccc3s2)cc1C,i
Cc1ccc(OCC(=O)NCC(c2cccc3ccccc23)N2CCOCC2)cc1 (configuration not stated),i
O=C(Cn1cnc(-c2ccccc2)cc1=O)N1CCN(CCc2ccccc2)CC1,i
COc1cn2c(cc1=O)C(=O)N(CCNC(=O)CC(C)(C)C)CC2,i
COc1ccc(C)cc1NC(=O)C(=O)NCC(c1cccc2ccccc12)N(C)C (configuration not stated),i
CN1CCC(CNC(=O)C(=O)NC2CCCCCC2)CC1,i
COc1ncccc1C(=O)Nc1onc2c1CSC2,i
COc1cc(C(=O)Nc2cc(C)nn2C2CCS(=O)(=O)C2)cc(OC)c1OC (configuration not stated),i
Cc1c(Cl)cccc1S(=O)(=O)NCc1cnn2ccccc12,i
O=C(c1cncc(Br)c1)N1CCN(c2ccc(-c3ccco3)nn2)CC1,i
O=C(Cn1cnc2ccccc21)N1CCN(Cc2nc(-c3ccc(F)cc3)cs2)CC1,i
Cn1c(=O)c2c(SCc3ccccc3)ccnc2n(C)c1=O,i
NC(=O)C1CCN(C2CCCC2)CC1,i
O=C(Nc1nnc(Cc2cccs2)o1)c1ccc2ncsc2c1,i
CCc1nc(-n2nc(C)cc2N)c2c3c(sc2n1)CCC3,i
CSc1ccccc1C(=O)Nc1cc(C)nn1C(C)C,i

# Gathered by group, the compounds so far containing bromine.
SMILES,GIRK2 activator
O=c1oc2ccc(Br)cc2cc1S(=O)(=O)c1cc(F)cc(F)c1,i
CC(C)c1ccc(CC(=O)Nc2nnc(-c3ccc(Br)s3)o2)cc1,i
CS(=O)(=O)N1CCN(CCNC(=O)c2ccc(Br)o2)CC1,i
COc1ccc(OC)c2sc(N(Cc3ccncc3)C(=O)c3ccc(Br)s3)nc12,i
O=C(c1cncc(Br)c1)N1CCN(c2ccc(-c3ccco3)nn2)CC1,i

# More results:
SMILES,GIRK2 activator
COc1ccc(Cl)cc1NC(=O)CN1C(=O)c2ccccc2S1(=O)=O,i
CC(C(=O)O)n1c[n+]([O-])c(-c2ccccc2)c1-c1ccccc1 (configuration not stated),i
O=C(NC1(c2nc(-c3cccnc3)no2)CCCCC1)C1CC(=O)N(c2ccc(F)cc2)C1 (configuration not stated),i
CC(C)(C)n1ncc2c(=O)n(CCC(=O)NCc3ccncc3)cnc21,i
CC(C)Sc1nnc(NC(=O)C(C)C)s1,i
O=C(Cn1c(=O)oc2ccccc21)N1CCC2(CC1)OCCN2S(=O)(=O)c1cccs1,i
Cc1cc(NC(=O)c2ccc(S(=O)(=O)N(C)C3CCCCC3)cc2)on1,i
CCN1C(=O)C(C)(C)COc2cc(NC(=O)c3cc(C)on3)ccc21,i
Cc1ccc(C)c(S(=O)(=O)Nc2cc(-c3ccco3)nn2C2CCS(=O)(=O)C2)c1 (configuration not stated),i
CCOc1ccccc1C(=O)NC1(c2nc(-c3cnccn3)no2)CCCCC1,i
Cn1c(=NC(=O)CS(=O)(=O)Cc2ccccc2)sc2cc3c(cc21)OCO3,i
O=C(NCCOc1ccc(F)cc1)C(=O)Nc1nccs1,i
CCn1c(=O)c([N+](=O)[O-])c(N(CCO)Cc2ccccc2)c2ccccc21,i
Nc1ccc(S(=O)(=O)N2CCc3ccccc32)cc1,i
O=S(=O)(NCCCN1CCOC(c2ccccc2)C1)c1cccc(Cl)c1 (configuration not stated),i
CC(C)COC(=O)CC1C(=O)NCCN1C(=O)C1CC1 (configuration not stated),i
CN(C)CCNC(=O)C(=O)NCC(c1cccs1)N1CCc2ccccc21 (configuration not stated),i
COc1ccc(OC)c2sc(N(Cc3cccnc3)C(=O)C3CCN(S(C)(=O)=O)CC3)nc12,i
CC(=O)Nc1ccc(NC(=O)c2ccc(=O)n(Cc3c(F)cccc3Cl)c2)cc1,i
COc1ccc(C(c2c(O)cc(C)[nH]c2=O)c2c(O)cc(C)[nH]c2=O)cc1,i
COc1cc(OC)cc(-c2noc(C3CCN(S(=O)(=O)c4cccs4)CC3)n2)c1,i
COc1cc(-c2ccc(SCC(=O)Nc3nc4ccccc4s3)nn2)cc(OC)c1OC,i
Cc1ccc(S(=O)(=O)NCCn2nc(C)c(Cl)c2C)c(C)c1,i
